High-throughput results as filed in PubChem BioAssay.
All columns: NCI-60 one-dose screen, growth in % after 48 h at 10 µM unless noted; 100 = growth as untreated, 0 = no growth, -100 = all killed.
UO-31 = UO-31 renal cancer; actives 5.2% (n = 81,000)
786-0 = 786-0 renal cancer cells; AID 1794775; actives 5.1% (n = 81,000)
SN12C = SN12C renal cancer cells; actives 3.8% (n = 81,000); AID 1794767
OVCAR-5 = OVCAR-5 ovarian cancer; actives 2.9% (n = 82,000)
TK-10 = TK-10 renal cancer cells; AID 1794769; actives 3.9% (n = 81,000)
OVCAR-4 = OVCAR-4 ovarian cancer cells; actives 3.7% (n = 80,000); AID 1794784
SK-OV-3 = SK-OV-3 ovarian cancer cells; actives 3.2% (n = 80,000); AID 1794785
IGROV1 = IGROV1 ovarian cancer; actives 4.7% (n = 79,000); AID 1794786
* hit, by the source's call; · = no result given; & = joins results of further samples. How the source made its calls: active means growth percent below 10; inactive means the rest.

SMILES | UO-31 | 786-0 | SN12C | OVCAR-5 | TK-10 | OVCAR-4 | SK-OV-3 | IGROV1
O=C(Cn1cnc2ccccc21)Nc1ccc(-c2nc3ccccc3s2)cc1 | 65 | 80 | 84 | 106 | 77 | 42 | 85 | 65
Brc1ccc(/C=C(/C2=NCCN2)n2cnc3ccccc32)cc1 | 84 | 89 | 100 | 93 | 83 | 93 | 89 | 102
CC1(C)CC[C@]2(C(=O)O)CC[C@]3(C)C(=CCC4[C@@]5(C)C[C@@H](O)[C@@H]6OC(c7ccccc7Cl)OC[C@@]6(C)C5CC[C@]43C)C2C1 (stereo not given in full) | 52 | 53 | 48 | 89 | 66 | 69 | 95 | 72
COc1ccc(CCCC(=O)O)cc1 | 87 | 107 | 95 | 110 | 87 | 127 | 94 | 98
COc1ccc(CNC(=O)C(=O)[C@H](Cc2ccccc2)NC(=O)c2[nH]c3ccccc3c(=O)c2C)cc1 | 97 | 102 | 87 | 102 | 99 | 99 | 108 | 98
Cc1c(Cl)ccc(O)c1C(=O)N[C@@H](Cc1c[nH]c2ccccc12)C(=O)O | 88 | 91 | · | 107 | 99 | 108 | 86 | ·
COc1ccc(/C(C)=C(\c2ccc(Cl)cc2)c2ccc(OCCN)cc2)cc1F | 86 | 103 | 93 | 103 | 110 | 105 | 125 | 102
COC1=CC(c2ccc[nH]2)=N/C1=C\c1[nH]c(C)c(C(=O)OC(C)C)c1C | -87* | -42* | -2.5* | -40* | 3.4* | -50* | 7.3* | -41*
COc1ccc(C2CC(c3cc4ccccc4oc3=O)=NN2c2ccc(S(N)(=O)=O)cc2)cc1 (stereo not given) | 79 | 96 | 93 | 110 | 111 | 100 | · | 104
CCCCSSCCCC | 86 | 106 | 104 | 122 | 113 | · | 105 | 112
COc1cccc(OC)c1-c1nnn(C)c1C(=S)N1CCN(c2ccc([N+](=O)[O-])cc2Cl)CC1 | 59 | 92 | 94 | 92 | 105 | 92 | 110 | 78
NS(=O)(=O)c1ccc(C(=O)N=Nc2c(O)n(Cc3ccccc3)c3ccccc23)cc1 | 66 | 105 | 96 | 111 | 114 | 94 | 115 | 96
CCOC(=O)CNP(=O)(OC[C@H](Cc1ccccc1)NC(=O)c1cc2ccccc2s1)Oc1ccccc1 (stereo not given in full) | 79 | 90 | 93 | 97 | 127 | 89 | 117 | 88
CSC(=N)N | 83&89 | 103&99 | 90&99 | 109&106 | 87&117 | 112&100 | 114&107 | 104
COc1ccc(Cc2nnc(SCC(=O)c3ccc(Cl)cc3)n2-c2ccccc2)cc1 | 80 | 92 | 101 | 110 | 116 | 78 | 92 | 103
CCC1(C2=CCCCC2)C(=O)NC(=S)N=C1N (stereo not given) | 91 | 108 | 95 | 96 | 109 | 93 | 114 | 108
CCCCCCNc1cc(C)nc2ccc(OC)cc12 | 40 | 69 | 68 | 64 | 80 | 55 | 74 | 55
COc1cccc(C2=NN(/C=C3\SC(=O)NC3=Nc3ccc(Cl)cc3)C(c3ccc(F)cc3F)C2)c1 (stereo not given) | 60 | 105 | 101 | 99 | 130 | 97 | · | 87
CC[C@H](Nc1nc(N)nc(C)c1C#N)c1nc2cccc(CN(C)c3ncc(C(=O)NO)cn3)c2c(=O)n1-c1ccccc1 | -4.9* | 12 | 2.7* | 3.2* | -22* | 31 | -19* | -36*
C[C@H]1CC[C@H]2C3=C1C(=O)O[C@@]3(O)[C@@]1(C)CC(=O)C[C@H]1C[C@@H]2C | 88 | 108 | 99 | 98 | 105 | 102 | 93 | 97
COc1ccc(NS(=O)CCCc2ccccc2)cc1 (stereo not given) | 65 | 99 | 94 | · | 93 | 114 | 105 | 94
COc1ccc(N=Cc2c(-c3ccc(S(C)(=O)=O)cc3)nc3ccccn23)cc1 | 81 | 80 | 92 | 94 | 103 | 102 | 106 | 96
CC(C)[C@@H](C(=O)O)N1C(=O)c2ccccc2C1=O | 89 | 98 | 101 | 87 | 86 | 96 | 75 | 105
CSc1nc2nc3c(nc2c(=O)n1C)C(=O)CCC3 | 88 | 106 | 98 | 99 | 111 | 98 | 111 | 108
CC1=CC(=O)C=C(C)C1=O | 95 | 94 | 96 | 101 | 88 | 99 | 87 | 103
O=C(Nc1ccc(NC(=O)c2ccccc2)cc1)c1ccccc1 | 95 | 101 | 98 | 115 | 115 | 125 | 110 | 128
CC1(C)CC[C@]2(C(=O)O)CC[C@]3(C)C(=CCC4[C@@]5(C)C[C@@H](O)[C@@H]6OC(c7cccc(Cl)c7)OC[C@@]6(C)C5CC[C@]43C)C2C1 (stereo not given in full) | 65 | 93 | 83 | 92 | 78 | 90 | 107 | 97
Cc1cc(Cl)cc(CN(C)Cc2cc(Cl)cc(C)c2O)c1O | 73 | 99 | 102 | 96 | 107 | 33 | 101 | 87
CNC(C(=O)O)c1ccccc1 (stereo not given) | 95&77 | 97&99 | 93&103 | 99&111 | 99&101 | 109&109 | 103&100 | 105&97
c1ccc(CSc2nnc3c4c5c(sc4nc(-c4cccc6ccccc46)n23)CCCCCC5)cc1 | 100 | 104 | 105 | 107 | 107 | 117 | 113 | 112

Single entries from the list.
CC1(C)CC[C@]2(C(=O)O)CC[C@]3(C)C(=CCC4[C@@]5(C)C[C@@H](O)[C@@H]6OC(c7cccc(Cl)c7)OC[C@@]6(C)C5CC[C@]43C)C2C1 (stereo not given in full) in SK-OV-3 is entered as 107
CNC(C(=O)O)c1ccccc1 (stereo not given) in TK-10 is entered as 99&101
COc1ccc(N=Cc2c(-c3ccc(S(C)(=O)=O)cc3)nc3ccccn23)cc1 in UO-31 is entered as 81

(next part)
SMILES | UO-31 | 786-0 | SN12C | OVCAR-5 | TK-10 | OVCAR-4 | SK-OV-3 | IGROV1
COc1cc(/C=C\c2cc(OC)c(OC)c(OC)c2)cc(NS(=O)(=O)c2ccc(Cl)cc2)c1OC | 36 | 39 | 27 | 45 | 55 | 58 | 28 | 47
NC(=S)N/N=C(\c1ccc(Br)cc1)C1CC1 | 57&61 | 106&113 | 89 | 97&110 | 119 | 74 | 97&105 | 42&18
O=[N+]([O-])c1cccc(/C=N\N=C\c2ccccc2O)c1 | 59 | 103 | 89 | 111 | 111 | 95 | 96 | 110
CC(C)(C)c1cc(Br)cc(C(C)(C)C)c1O | 87 | 103 | 96 | 111 | 113 | 112 | 101 | 115
Oc1c(Br)cc(Br)c2cccnc12 | 39 | 48 | 46 | · | 93 | 38 | 68 | 35
COc1cc2c(cc1OC)/C(=C\C#N)NCC2 | 76 | 99 | 98 | 94 | 103 | 99 | 87 | 92
Cc1ccc(Oc2nc(NS(=O)(=O)c3ccc(C)cc3)nc(-c3ccc(C)cc3)c2C#N)cc1 | 91 | 107 | 99 | 124 | 104 | 97 | 110 | 113
CCOC(=O)C(C#N)C1CCCCC1 (stereo not given) | 91 | 105 | 80 | 100 | 91 | 118 | 109 | 101
CCNCC[C@H](O)CNCCCCNC[C@@H](O)CCNCC | 81 | 82 | 88 | 73 | 83 | 84 | 101 | 85
CC1(C)OC2OC(COC(=O)c3ccccc3)C(OS(C)(=O)=O)C2O1 (stereo not given) | 95 | 98 | 103 | 104 | 102 | 111 | 94 | 102
COC(=O)[C@H]1CCCN1C(=O)[C@H]1CCCN1C(=O)[C@@H](Cc1c[nH]c2ccccc12)NC(=S)Nc1cc(C(F)(F)F)cc(C(F)(F)F)c1 | 41 | 62 | 43 | 76 | 78 | 45 | 77 | 23
CCC(O)(C(c1ccccc1)c1ccccn1)C(c1ccccc1)c1ccccn1 (stereo not given) | 84 | 105 | 110 | 96 | 107 | 107 | 95 | 101
Cc1cc(-c2ccc(N(C)C)cc2)c2sc(=O)[nH]c2n1 | 55 | 77 | 77 | 85 | 98 | 83 | · | 62
NC1=NC(/C=C/c2ccccc2)n2c(nc3ccccc32)N1 (stereo not given) | 76 | 111 | 101 | 95 | 131 | 120 | 98 | 79
COc1nc2c(c(=O)n1C)CN(c1ccccc1)C(=O)CN2 | 82 | 94 | 97 | 100 | 97 | 113 | 116 | 111
COC12CCCC1C1(O)CCCCC1O2 (stereo not given) | 88 | 104 | 103 | 119 | 105 | 118 | 107 | 101
Nc1nc2[nH]cc(CCc3ccc(C(=O)N[C@@H](CC(=O)O)c4nn[nH]n4)cc3)c2c(=O)[nH]1 | 85 | 105 | 103 | 109 | 100 | 109 | 102 | 106
CCCCn1c(N)c(N(CC)C(=O)Cc2c(Cl)cccc2Cl)c(=O)[nH]c1=O | 83 | 102 | 97 | 110 | 97 | 106 | 110 | 85
COc1ccc(N=C2OC(=O)c3ccccc32)cc1 | 88 | 99 | 96 | · | 105 | 98 | 92 | 109
Nc1ccn(C2O[C@H](CO)[C@@H](O)[C@@H]2O)c(=O)n1 (stereo not given in full) | 1.0* | 10 | 37 | 70 | · | 83 | 56 | 52
CCOC(=O)Nc1ccc2c(c1)/C(=N\NC(=S)NC)c1ccccc1-2 | 104 | 64 | 74 | 98 | 77 | 92 | 112 | 100
O=C(/C=C/c1ccc(F)cc1)c1ccc(Nc2nc(NCCO)nc(NCCO)n2)cc1 | 79 | 93 | 98 | 95 | 102 | 83 | 97 | 85
Cc1ccc(COc2ccc(Cl)cc2Cn2ccnc2)cc1 | 58 | 84 | 85 | 89 | 84 | 83 | 100 | 77
NC(=O)OCCO | 88 | 95 | 105 | 107 | 99 | 109 | 105 | 108
COc1ccc(C(=O)NNC(=O)c2cc(OC)c(OC)c(OC)c2)cc1N | 83 | 105 | 104 | 110 | 96 | 106 | 87 | 107
CCn1cc(C(=O)O)c(=O)c2cc(F)c(N3CCN(C(=O)CSc4nc(-c5ccc(Cl)cc5)c(C#N)c(=O)[nH]4)CC3)cc21 | 89 | 97 | 99 | 94 | 97 | 116 | 87 | 97
CC(C)c1nn(-c2ccccc2)c(-n2ccnc2)c1/C=N/NC(N)=S | 78 | 105 | 99 | 97 | 111 | 98 | 96 | 94
O=C(Nc1ccc(F)cc1)Nc1ccc2oc(=O)ccc2c1 | 93 | 92 | 98 | 105 | 105 | 100 | 112 | 107
O=c1ccc2nc(-c3ccccn3)nn(-c3ccccc3)c-2c1 | 40 | 54 | 85 | 109 | -71* | 82 | 85 | 88
COc1ccc(C(=O)/C=C/c2ccc3ccccc3c2)cc1S(N)(=O)=O | -87* | -89* | -44* | -43* | -82* | 32 | 23 | -8.2*
COc1ccc(CC(O)CNCC(C)C)cc1 (stereo not given) | 91 | 87 | 105 | 102 | 87 | 98 | 93 | 117
C[C@H](CCC[C@H](C)OS(=O)(=O)c1ccccc1)OS(=O)(=O)c1ccccc1 | 79 | 107 | 99 | 115 | 103 | 103 | 101 | 73
NC(=O)CCCN1CCCC1=O | 98 | 116 | 116 | 122 | 126 | 103 | 118 | 110
O=C1C(Cl)=C(Nc2ccc(O)cc2)C(=O)N1Cc1ccc(Cl)cc1 | 52 | 71 | 65 | 85 | 63 | 78 | 88 | 31
O=C(O)c1ccc(-n2cc(/C=N/Nc3c(F)c(F)cc(F)c3F)c(-c3ccccc3)n2)cc1 | 73 | 99 | 95 | 116 | 114 | 106 | 100 | 96
C1=CCOC(c2ccccc2)OC1 | 85 | 96 | 101 | 103 | 112 | 116 | 110 | 106
Cn1c2ccccc2c2nn(Cc3ccccc3)c(=O)nc21 | 75 | 108 | 107 | 93 | · | 111 | 105 | 120
O=C(O)C(Cc1ccc(O)cc1)N1C(=O)CSC1=S (stereo not given) | 90 | 102 | 99 | 92 | 97 | 101 | 105 | 100
COc1ccc(-c2nc3cc(C(=O)Nc4cc(OC)c(OC)c(OC)c4)ccc3n2C2CCCCC2)cc1 | 79 | 107 | 92 | 98 | 111 | 109 | 104 | 96
O=C(CN1CCN(c2ccccc2)CC1)N1CCN(c2nnc(-c3ccc(Cl)cc3)c(-c3ccc(Cl)cc3)n2)CC1 | · | 40 | 63 | 111 | 73 | 45 | 103 | 51

Single records, as listed above. Order of screens: UO-31 | 786-0 | SN12C | OVCAR-5 | TK-10 | OVCAR-4 | SK-OV-3 | IGROV1
Entry for `COc1cc(/C=C\c2cc(OC)c(OC)c(OC)c2)cc(NS(=O)(=O)c2ccc(Cl)cc2)c1OC` : 36 | 39 | 27 | 45 | 55 | 58 | 28 | 47
Entry for `COc1ccc(CC(O)CNCC(C)C)cc1` (stereo not given) : 91 | 87 | 105 | 102 | 87 | 98 | 93 | 117
Entry for `Cc1c(Cl)ccc(O)c1C(=O)N[C@@H](Cc1c[nH]c2ccccc12)C(=O)O` : 88 | 91 | · | 107 | 99 | 108 | 86 | ·
Entry for `CCn1cc(C(=O)O)c(=O)c2cc(F)c(N3CCN(C(=O)CSc4nc(-c5ccc(Cl)cc5)c(C#N)c(=O)[nH]4)CC3)cc21` : 89 | 97 | 99 | 94 | 97 | 116 | 87 | 97
Entry for `COc1ccc(-c2nc3cc(C(=O)Nc4cc(OC)c(OC)c(OC)c4)ccc3n2C2CCCCC2)cc1` : 79 | 107 | 92 | 98 | 111 | 109 | 104 | 96

New compounds follow.
SMILES | UO-31 | 786-0 | SN12C | OVCAR-5 | TK-10 | OVCAR-4 | SK-OV-3 | IGROV1
O=C1CCC/C=C\C[C@H]2C=CC(=O)/C2=C/C[C@H](C/C=C\CC(F)(F)F)O1 | -93* | -74* | -6.4* | -6.9* | -34* | 21 | -7.5* | -26*
C/C(=N\NC(=O)c1sc(=S)n(C)c1N)c1cc2ccccc2o1 | · | 57 | 72 | 74 | 57 | 61 | 133 | 38
COc1ccc(CCN2C(=O)C(C)(C)SC2=S)cc1OC | 89 | 102 | 96 | 104 | 96 | 97 | 108 | 94
C=CCN=C1C=C(C)CC(C)(C)C1 | 88 | 95 | 100 | 96 | 104 | 103 | 103 | 95

2 consecutive records from above, quoted:
SMILES | UO-31 | 786-0 | SN12C | OVCAR-5 | TK-10 | OVCAR-4 | SK-OV-3 | IGROV1
O=C(CN1CCN(c2ccccc2)CC1)N1CCN(c2nnc(-c3ccc(Cl)cc3)c(-c3ccc(Cl)cc3)n2)CC1 | · | 40 | 63 | 111 | 73 | 45 | 103 | 51
O=C1CCC/C=C\C[C@H]2C=CC(=O)/C2=C/C[C@H](C/C=C\CC(F)(F)F)O1 | -93* | -74* | -6.4* | -6.9* | -34* | 21 | -7.5* | -26*
